Screening results (PubChem)
p53ts 39C kill: cytotoxicity in p53ts cells at nonpermissive temperature. Potency, µM (top dose mostly 46.1 µM), for inactives: at the top dose activity change, negative = cell killing, most hits filed as cytotoxic. H1299-p53A138V viability at 39C, ATP luminescence, 24 h. 130,000 compounds, 1.5% hits; further: nearly all actives have a fitted effect of over 55% in size
IkB sig inh: suppresses IkB signaling in ABC-DLBCL reporter cells | ABC-DLBCL IkBa-CBG/CBR dual luciferase ratio, 4 h; response scale: scaled: untreated 0%, proteasome inhibitor 100% | 110,000 compounds, 0.04% hits | Potency, µM (doses to about 57.1 µM), for inactives: at the highest dose IkBa stabilization activation; active means well fitted curve in the direction sought with a large enough effect in the signal ratio, not every such curve was filed as active; inconclusive means small, poorly fitted or top-dose-only effect, or a change in a side signal; the % refers to the signal ratio;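 further: the direction sought is a rising ratio; 0% = basal untreated cells and 100% = reference inhibitor full response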
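In this assay, an IκBα–CBG68 fusion accumulates when IKK-driven degradation is blocked; native CBR normalizes for cell number. OCI-Ly3 cells were treated 4 h with compound and doxycycline, then green and red light read after Chroma-Glo addition.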
Imprint erasure: induces erasure of genomic imprints in mouse ES cells; mouse ES Peg3-LacZ reporter, beta-gal luminescence, 40 h; Potency, µM (titrated, usually from 60.7 µM), inactives show top-dose activity change, positive = activation, usual class: activators; 110,000 compounds, 0.02% hits;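 further: 0% = negative control wells on the plate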
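Imprint erasure is scored as LacZ activity from the silenced maternal Peg3 allele in feeder-free female ES cells cultured 40 h with LIF. Luminescence is normalized to in-plate negative controls and fitted to the Hill equation.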
p53ts 32C kill: p53ts cell cytotoxicity, permissive temperature. 130,000 compounds, 0.93% hits. Potency, µM (highest dose often 46.1 µM), without a hit: at the top dose activity change, negative = cytotoxicity, actives largely listed as cytotoxic. H1299-p53A138V at 32C, ATP luminescence viability, 24 h;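 further: 0% = DMSO and -100% = full killing by reference compound; nearly all actives have a fitted effect of over 55% in size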
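Viability by ATPlite luminescence after 24 h compound treatment (up to 46 uM) at the permissive 32C. Cells are H1299 carrying p53 A138V. Scale runs from DMSO basal to 100 uM tamoxifen as full kill; AC50 from Hill fits.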
* = called active by the depositor; ? = inconclusive; nt = no result given; & = joins results of further samples; [ ] = dose if it differs, or a comment. Unless noted, the call rests on the fitted dose curve; in most records, active means well fitted curve in the direction sought with a large enough effect; inconclusive means small, poorly fitted or top-dose-only effect, or another doubt; inactive means no such curve, though single readings can be large; an effect the other way counts as inactive or inconclusive. Unless noted, on the % scale 0 is the no-effect control and ±100 the full control effect; potency means the concentration at half of the fitted maximal effect.

#	canonical_smiles	p53ts 39C kill	IkB sig inh
1	CCCc1nnc(NC(=O)CN2C(=O)c3ccccc3S2(=O)=O)s1	12.6µM*	?
2	Cc1nc(NC(=O)CSc2nnnn2Cc2ccccc2)sc1C	-18.4%	0.0%
3	C=CC(C1=CC(=O)C(OC)=CC1=O)c1ccc(OC)cc1 (stereo not drawn)	17.1%	nt
4	CC1=CC2=NC(=O)CC(C)(C(=O)N(CC(=O)NC(C)(C)C)C3CCCC3)N2C=C1 (stereo not drawn)	3.5%	-0.4%
5	Fc1cccc(Cl)c1Cn1c(-c2cccs2)nc2ccccc21	-16.1%	?
6	O=C(Cc1ccc(-n2cnnn2)cc1)NC12CC3CC(CC(C3)C1)C2	-19.9%	0.1%
7	O=C(Nc1cccc(O)c1)c1cc2nc(-c3ccc(Br)cc3)cc(C(F)(F)F)n2n1	-20.9%	?
8	O=C(CN1CCOCC1)N(c1ccccc1)c1ccc2ccccc2c1	39.3%[activator]	1.8%
9	Cc1cc(/C=N/n2cnnc2)c(C)n1-c1ccc(C(=O)O)cc1	20.5%	0.6%
10	Cc1ccc(-c2nc3nc(C)cc(N4CCN(c5cccc(C)c5C)CC4)n3n2)cc1	7.3%	1.6%

#	Imprint erasure	p53ts 32C kill
1	-64.0%[inhibitor]	?
2	-3.5%	-7.4%
3	-45.9%[inhibitor]	-9.4%
4	-6.9%	-0.1%
5	-3.6%[10.9 µM]	29.3%
6	1.0%	-2.2%
7	25.1%[10.9 µM]	6.1%
8	-13.1%	-3.8%
9	-0.5%	15.7%
10	-6.8%[10.9 µM]	-3.1%

Continued.
#	canonical_smiles	p53ts 39C kill	IkB sig inh
11	NC(=O)CSc1nnc(-c2ccncc2)n1-c1ccc(Cl)cc1	-2.6%	-2.1%
12	CCCCC(=O)Nc1ccc(C(=O)OCc2cc(=O)n3ccsc3n2)cc1	-6.4%	2.0%
13	CCC(=O)N1CCc2cc(Br)cc(S(=O)(=O)N3CCCC(C(=O)NCc4cccc(OC)c4)C3)c21 (stereo not drawn)	-4.4%	?
14	CCn1c(SCC(=O)Nc2oc(-c3ccccc3)c(-c3ccccc3)c2C#N)nnc1-c1ccco1	83.1%[activator]	?
15	Cc1nnc(N2CCC(C(=O)N3CCCCC3)CC2)c2nn(-c3ccccc3)c(C)c12	-8.7%	-0.8%
16	CC1CN(c2nc3c(c(=O)n(Cc4ccc(Cl)c(Cl)c4)c(=O)n3C)n2C)CC(C)O1 (stereo not drawn)	8.5%	?
17	Nc1nc(-c2ccc(Br)cc2)cs1	-13.4%	0.4%
18	CCn1c(C(=O)N2CCC(C(=O)NCCCOC)CC2)cc2sccc21	5.5%	-1.7%
19	Cc1ccc(CN2CCN(CC(=O)N3CCC(C(N)=O)CC3)C2=O)cc1	8.2%	0.8%
20	COc1ccc(CCNC(=O)CN2C(=O)c3ccccc3S2(=O)=O)cc1OC	2.6%	2.3%

#	Imprint erasure	p53ts 32C kill
11	-14.9%	4.3%
12	-14.0%[10.9 µM]	-7.5%
13	-8.3%[10.9 µM]	10.6%
14	-17.0%	17.6%
15	-9.2%[10.9 µM]	9.6%
16	-8.3%	13.9%
17	-18.1%	-6.1%
18	-12.3%[10.9 µM]	-4.3%
19	-11.5%	-0.3%
20	14.4%	2.8%

(next part)
#	canonical_smiles	p53ts 39C kill	IkB sig inh
21	CCOC(=O)c1c(-c2ccccc2)csc1NC(=O)/C(C#N)=C/c1ccc(O)c(OC)c1	-14.1%	nt
22	COc1ccc(CCNC(=O)c2cnc3n(c2=O)CCS3)cc1OC	0.6%	nt
23	Cc1ccc2[nH]c(=O)c(CN(CCN3CCOCC3)C(=O)Nc3ccc(F)cc3)cc2c1	-2.4%	?
24	Cc1ccc(Cn2ccc(NC(=O)c3cc(-c4ccccc4)on3)n2)cc1	2.4%	8.1%
25	Cc1ccc(Cc2nc3ccccc3nc2SCC(=O)NCCC(C)C)cc1	-1.3%	-0.9%
26	COCCc1ccc(OCC(O)CNC(C)C)cc1 (stereo not drawn)	-3.6%	nt
27	COc1ccc(N2CCN(C(=O)CSc3nnc4ncccn34)CC2)cc1	-3.4%	0.4%
28	COc1ccc(CCNc2oc(/C=C/c3cc(OC)c(OC)c(OC)c3)nc2C#N)cc1OC	-6.1%	?
29	CC(/C=C/c1ccccc1)=N/O	2.0%	2.2%
30	COCCn1c(=O)c(-c2cc(F)cc(F)c2)nc2cnc(N3CCN(C)CC3)nc21	-11.5%	-1.0%[11.4 µM]

#	Imprint erasure	p53ts 32C kill
21	nt	8.3%
22	nt	-17.0%
23	nt	-5.1%
24	-1.6%	2.7%
25	-14.1%[10.9 µM]	4.2%
26	-17.6%&-16.9%	-4.5%
27	1.0%	1.1%
28	-3.5%[10.9 µM]	-1.7%
29	-32.8%[inhibitor]	-4.9%
30	?	-3.1%

Next results:
#	canonical_smiles	p53ts 39C kill	IkB sig inh
31	CCc1ccc(S(=O)(=O)c2nnn3c2nc(NCc2cccc(OC)c2)c2cc(Cl)ccc23)cc1	-8.9%	?
32	C=CCn1c(SCC(=O)Nc2cc(C)nn2-c2ccccc2)nnc1C1CCCCC1	9.8%	1.5%
33	CCCCNc1ccc(-c2nc(-c3ccccn3)no2)cc1[N+](=O)[O-]	-3.6%	-0.4%
34	COc1ccc(N2CCN(Cc3nc(N)nc(N4CCCc5ccccc54)n3)CC2)cc1	-6.4%	2.4%
35	CC1CCCCC1NC(=O)COC(=O)c1ccc(S(=O)(=O)N2CCOCC2)cc1 (stereo not drawn)	-4.4%	1.3%
36	CC(=O)N1CCc2cc(S(=O)(=O)N3CCN(c4ccc(C)cc4)C(C)C3)ccc21 (stereo not drawn)	-29.5%	?
37	CCn1c(SCC(=O)NCCc2ccc(F)cc2)nnc1-c1cccs1	5.0%	0.2%
38	COc1cc(OC)c(NC(=O)CCNC(=O)Cn2cnc3ccccc3c2=O)cc1Cl	2.3%	2.6%
39	CCNc1ncc2nc(CCc3ccccc3)c(=O)n(-c3ccccc3)c2n1	-3.0%	-2.7%[11.4 µM]
40	COc1ccc(C2c3[nH]c4ccc(OC)cc4c3CCN2C(=O)Nc2ccccc2)cc1 (stereo not drawn)	?	?

#	Imprint erasure	p53ts 32C kill
31	-12.6%[10.9 µM]	16.4%
32	-16.6%	3.9%
33	-14.1%[10.9 µM]	5.1%
34	-14.4%	3.3%
35	-12.7%	-2.7%
36	-10.6%[10.9 µM]	-11.3%
37	-7.1%	7.6%
38	-3.5%	11.7%
39	nt	4.8%
40	-2.8%[10.9 µM]	-24.7%

Reformatted screen by screen: part of the list above
40	COc1ccc(C2c3[nH]c4ccc(OC)cc4c3CCN2C(=O)Nc2ccccc2)cc1 (stereo not drawn)
39	CCNc1ncc2nc(CCc3ccccc3)c(=O)n(-c3ccccc3)c2n1

screen / no. | 40 | 39
p53ts 39C kill | ? | -3.0%
IkB sig inh | ? | -2.7%[11.4 µM]
Imprint erasure | -2.8%[10.9 µM] | nt
p53ts 32C kill | -24.7% | 4.8%

An excerpt from above with just IkB sig inh.
item	Molecule	IkB sig inh
35	CC1CCCCC1NC(=O)COC(=O)c1ccc(S(=O)(=O)N2CCOCC2)cc1 (stereo not drawn)	1.3%
36	CC(=O)N1CCc2cc(S(=O)(=O)N3CCN(c4ccc(C)cc4)C(C)C3)ccc21 (stereo not drawn)	?

Next records.
#	canonical_smiles	p53ts 39C kill	IkB sig inh
41	O=S(=O)(c1ccc2c(c1)oc1ccccc12)N1CCOCC1	10.2%	-4.1%
42	Cn1cnnc1SCc1ccccc1Br	-8.2%	-1.9%
43	COc1ccc(CNC(=O)c2cc(-c3ccc(OC)c(OC)c3)nc3n[nH]c(-c4ccc(C)cc4)c23)cc1	-19.7%	-0.4%
44	CCCCn1cc2c(c1-c1ccc(Cl)cc1)c(=O)n(C)c(=O)n2C	4.6%	2.0%
45	COCCNc1nc2c(S(=O)(=O)c3ccccc3)nnn2c2ccc(Cl)cc12	-3.0%	-0.7%
46	CCOc1cc(C#N)c(NC(=O)c2ccc(OC)c(S(=O)(=O)N3CCN(c4ccccc4)CC3)c2)cc1OCC	1.1%	-0.9%
47	COCCNC(=O)C(c1ccco1)N(Cc1ccc(OC)cc1)C(=O)Cn1nnc2ccccc21 (stereo not drawn)	3.1%	0.7%
48	CCOC(=O)CSc1nc2c(c(=O)n(C)c(=O)n2C)n1Cc1ccccc1F	1.3%	-1.1%
49	CCCc1cnc2c(c1SCc1ccc(C(F)(F)F)cc1)c(=O)n(C)c(=O)n2C	-4.2%	?
50	COc1ccc(-c2nc3cnc(N4CCN(C)CC4)nc3n(CCc3ccccc3)c2=O)cc1	-3.2%	-0.4%[11.4 µM]

#	Imprint erasure	p53ts 32C kill
41	-28.0%	1.3%
42	3.8%	-1.8%
43	-20.9%[10.9 µM]	3.0%
44	-7.2%[10.9 µM]	61.3%[activator]
45	-5.9%[10.9 µM]	6.4%
46	-11.0%[10.9 µM]	3.0%
47	2.7%	-4.0%
48	-11.7%	1.3%
49	-9.3%[10.9 µM]	2.4%
50	?	-2.9%

(list continues)
#	canonical_smiles	p53ts 39C kill	IkB sig inh
51	CCCCNC(=O)C(Cc1ccccc1)NS(=O)(=O)c1ccc2c(c1)c(=O)n(C)c(=O)n2C (stereo not drawn)	-10.1%	-0.3%
52	C=CCn1c(Cc2c[nH]c3ccccc23)n[nH]c1=S	-11.3%	0.8%
53	O=c1c2cnn(-c3ccccc3)c2ncn1Cc1ccccc1F	1.8%	2.6%
54	Cc1c(CNC2CCC(C)CC2)c(C(=O)O)c(C)n1Cc1ccc(Cl)cc1 (stereo not drawn)	-20.0%	?
55	COc1ccc(S(=O)(=O)NC(CC(=O)NC2CCCC2)c2ccco2)cc1 (stereo not drawn)	0.4%	-0.5%
56	CC(C)Oc1snc(Cl)c1C(N)=O	2.6%	0.1%
57	NC(=O)CSc1nnc(Cn2c(=O)sc3ccccc32)n1-c1cccc(Cl)c1	-0.2%	1.5%
58	CCCCOc1ccc(C(=O)Nc2cc(C)c(OCC(=O)N3CCOCC3)c(C)c2)cc1	-23.0%	nt
59	CC(=O)N1CCc2cc(S(=O)(=O)CCC(=O)Nc3ccc(C)cc3Br)ccc21	2.7%	0.1%
60	COc1ccccc1CNC(=O)CCCn1c(=O)c2cccn2c2ccccc21	?	2.2%

#	Imprint erasure	p53ts 32C kill
51	21.4%[10.9 µM]	-3.5%
52	-7.9%	-27.2%
53	-6.9%	-3.5%
54	-6.8%[10.9 µM]	-0.2%
55	-4.1%	-6.1%
56	-2.4%	3.9%
57	-11.2%	4.2%
58	nt	?
59	-10.1%[10.9 µM]	5.7%
60	-25.8%[10.9 µM]	?

(listing goes on)
#	canonical_smiles	p53ts 39C kill	IkB sig inh
61	COc1ccc(CCNC(=O)c2ccc3c(c2)nc2n3CCCCC2)cc1OC	-9.0%	?
62	COc1cccc(C2c3c(oc4ccccc4c3=O)C(=O)N2c2ccccn2)c1 (stereo not drawn)	-1.1%	-1.1%
63	COC(=O)C1=C(c2ccccc2)c2ccccc2S(=O)(=O)N1CC(=O)Nc1ccccc1Cl	-4.6%	-0.5%
64	Cc1ccc(-c2nc(CCNC(=O)C(=O)Nc3ccc(C)cc3C)cs2)cc1	?	-0.9%
65	COCCCNC(=O)c1oc2c(c1C)-c1nn(Cc3ccc(Cl)cc3)cc1CC2	-21.5%	?
66	C/C(=N\NC(=O)c1csc(C)c1C)c1ccco1	?	nt
67	Cc1cc(C)n2nc(NCc3ccccc3)nc2n1	4.8%	1.7%

#	Imprint erasure	p53ts 32C kill
61	-13.8%[10.9 µM]	-14.0%
62	2.1%	-9.7%
63	-7.6%[10.9 µM]	12.8%
64	7.2%[10.9 µM]	0.9%
65	-15.2%[10.9 µM]	23.7%
66	nt	?
67	-8.3%	1.9%

Structural class, those above with a COOH group.
#	canonical_smiles	p53ts 39C kill	IkB sig inh
9	Cc1cc(/C=N/n2cnnc2)c(C)n1-c1ccc(C(=O)O)cc1	20.5%	0.6%
54	Cc1c(CNC2CCC(C)CC2)c(C(=O)O)c(C)n1Cc1ccc(Cl)cc1 (stereo not drawn)	-20.0%	?

#	Imprint erasure	p53ts 32C kill
9	-0.5%	15.7%
54	-6.8%[10.9 µM]	-0.2%
